EWS-Fli block: EWS/Fli transcriptional activity inhibition. A673 NR0B1-luciferase reporter, viability-normalised. inhibition, % at 12.6 µM. hit rate 0.67% among 350,000. AID 651661;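 active = mean inhibition of at least 50% after viability correction, with every replicate also passing that limit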;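 also: firefly luciferase signal divided by Alamar Blue viability fluorescence both relative to DMSO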
PAX8 inh HTS: inhibitors of PAX8 transcriptional activity in RMG-I cells | RMG-I TPO-luciferase reporter, SteadyGlo, 24 h | hit rate 1.2% among 360,000 | inhibition, % at 12.6 µM;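 active = mean replicate inhibition at least 60% with every replicate also reaching 60%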;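 also: luciferase light reporting Pax8 driven TPO promoter activity; plate controls were median of neutral control wells for no effect and mitoxantrone controls for full effect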
ARNT-TACC3 inh: disrupts binding between human ARNT and TACC3 | Q9Y6A5 | inhibition, % at 9.99 µM | hit rate 0.66% among 390,000 | AlphaScreen His-ARNT PAS-B/GST-TACC3 binding, luminescence; TACC3 fragment carries E629A point mutation | AID 623870;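 active = mean inhibition of replicates at least 50% and at least half of replicates each reaching 50%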;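 also: 0% = complete ARNT plus TACC3 wells and 100% = ARNT alone without TACC3; many hits fall short of the cut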
SIRT5 inh: blocks human SIRT5 desuccinylation of peptide | inhibition, % at 15 µM | Purified SirT5, succinyl-peptide AMC, trypsin-coupled fluorescence | Q9NXA8 | AID 652115 | hit rate 1.1% among 330,000; in the data active = inhibition above about 15%
Target sequence (Q9NXA8 whole entry, looked up): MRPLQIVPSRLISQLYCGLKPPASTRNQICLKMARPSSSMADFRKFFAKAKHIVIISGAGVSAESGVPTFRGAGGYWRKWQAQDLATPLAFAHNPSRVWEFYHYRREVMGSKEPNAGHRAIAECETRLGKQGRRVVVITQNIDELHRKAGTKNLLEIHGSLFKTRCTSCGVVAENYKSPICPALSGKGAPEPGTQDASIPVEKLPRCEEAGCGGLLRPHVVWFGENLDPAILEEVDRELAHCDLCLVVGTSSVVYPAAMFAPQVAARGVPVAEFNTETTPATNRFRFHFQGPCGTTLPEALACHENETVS
CASP6 VEID inh: caspase-6 (human) enzyme inhibition; purified caspase-6, Z-VEID-R110 cleavage fluorescence; P55212; inhibition, % at 12.5 µM; AID 686996; hit rate 0.53% among 350,000;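 active = mean inhibition across replicates at least about 35%, with every replicate also reaching that limit, limit read from the data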;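 also: 0% = median of neutral control wells and 100% = no fluorescence left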
Target sequence (P55212 24-179 limits assumed): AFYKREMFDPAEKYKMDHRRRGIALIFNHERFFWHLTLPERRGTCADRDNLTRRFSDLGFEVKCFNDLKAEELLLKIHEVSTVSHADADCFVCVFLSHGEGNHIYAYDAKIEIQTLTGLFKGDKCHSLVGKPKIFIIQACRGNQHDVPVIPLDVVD
Target sequence (P55212 194-293 limits assumed): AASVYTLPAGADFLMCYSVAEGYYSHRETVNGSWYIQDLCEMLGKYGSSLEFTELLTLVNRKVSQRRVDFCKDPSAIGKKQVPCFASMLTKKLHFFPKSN
DENV2 CPE rescue: protects cells from dengue virus 2 cytopathic effect. DENV2-infected cells, cytopathic effect rescue, plate reader. hit rate 1.7% among 350,000. AID 651640. CPE inhibition, % at 9.99 µM; in the data active = CPE inhibition above about 20%, passing the limit was not always enough; tested in BHK-21 cells;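 also: 0% = median of neutral control wells and 100% = median of positive control wells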
LGR2 antag: blocks bursicon-induced cAMP signaling via Drosophila LGR2; HEK293 LGR2, CRE-luciferase, bursicon-stimulated, 4 h; inhibition, % at 9.99 µM; hit rate 0.35% among 380,000;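 active = drop in luminescence signal, shown as inhibition above about 50% in the replicate tests, limit read from the data, passing the limit was not always enough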;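 also: agonist challenge used bursicon conditioned medium at about half maximal strength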
* marks the source's active call; other numbers are inactive results; . = not tested or not shown.

Sequence of screens: LGR2 antag | DENV2 CPE rescue | CASP6 VEID inh | PAX8 inh HTS | EWS-Fli block | SIRT5 inh | ARNT-TACC3 inh
> CN1CCN(C(=O)C[C@H]2CC[C@@H]3[C@H](COC[C@H](O)CN3Cc3cccc(Cl)c3)O2)CC1
    8.0 | 2.5 | -4.2 | -13.3 | 2.5 | 0.9 | -0.4
> O=c1n(Cc2ccccc2)nc2n1-c1ccccc1SC2
    . | 13.1 | 3.2 | -33.5 | -29.4 | -2.5 | -3.1
> COc1ccc(C(=O)N/N=C(/C)c2cccc(NC(=O)C(F)(F)F)c2)cc1
    -31.0 | . | . | -114.7 | . | . | -4.7
> CN(C)Cc1ccc(CNC(=O)COc2ccc3ccccc3c2)cc1
    2.4 | 6.5 | -5.5 | 5.8 | -6.9 | -6.2 | -2.1
> CCC(O)c1nc2ccccc2n1CCc1ccccc1 (centres undefined)
    11.9 | 1.2 | 0.2 | -10.1 | -2.2 | -3.1 | -2.5
> CCOc1ccc(C(=O)NCCN2CCCCC2)c(OCC)c1
    0.3 | -1.6 | -28.8 | -10.9 | -4.3 | -2.3 | 0.0
> CO[C@H]1CN(C)C(=O)c2cc(NC(=O)NC(C)C)ccc2OC[C@@H](C)N(CC2CC2)C[C@H]1C
    14.2 | 8.7 | -12.0 | -8.6 | 0.2 | -2.6 | -6.2
> O=C(NC1CCCCCC1)c1ccc(Cl)c(S(=O)(=O)N2CCOCC2)c1
    -6.2 | -5.0 | . | -25.1 | -24.7 | -7.4 | -3.0
> CC(C)(C)OC(=O)C[C@H]1C/C=C\C[C@H](CC(=O)N(CCO)Cc2ccccc2)C(=O)N[C@@H](Cc2ccccc2)COC1=O
    6.6 | 5.9 | -6.4 | -20.3 | -7.2 | -8.2 | -3.4
> O=C(O)c1cc(S(=O)(=O)Nc2ccc(N3CCCCC3)cc2)ccc1Cl
    . | -4.3 | 16.2 | -1.4 | -0.1 | 0.3 | -1.9
> CCc1nnc(NC(=O)CSc2nnc3nc(C)cc(C)n23)s1
    15.3 | 4.5 | -0.5 | -3.4 | -11.8 | -0.9 | .
> Cc1ccc(C(=O)N/C(=C/c2ccco2)C(=O)OCN2C(=O)c3ccccc3C2=O)cc1
    1.2 | . | . | -0.2 | . | . | 15.0
> CCN1C(=O)[C@@H]2[C@@H]3CN(S(=O)(=O)c4ccccc4C)[C@@H](c4ccc(Cl)cc4)[C@@H]3C(=O)C[C@@H]2C1=O
    . | -8.3 | -0.7 | 9.0 | -0.7 | 1.6 | .
> Cc1nc2ccc(C(=O)N/N=C/c3ccc(O)cc3)cc2[nH]1
    11.3 | 8.9 | -1.7 | -12.7 | 16.7 | 6.8 | 18.0
> CCCNC(=O)Nc1ccc2c(c1)C(=O)N(C)C[C@H](OC)[C@@H](C)CN(C(=O)CC)[C@@H](C)CO2
    -11.5 | . | . | 17.6 | 17.7 | . | -11.2
> Cc1noc(NS(=O)(=O)c2ccc(NC(=O)CSc3ncccn3)cc2)c1C
    -3.8 | 1.2 | 2.0 | 2.7 | -3.2 | . | 15.7
> O=C(CCCOc1ccccc1)Nc1ccc(Cl)c(S(=O)(=O)N2CCOCC2)c1
    11.2 | -6.0 | -1.8 | 25.6 | 15.0 | 3.9 | -10.5
> COc1cc(/C=C2\SC(=S)N(NC(=O)c3ccccc3OC)C2=O)ccc1O
    -25.6 | 4.3 | -2.3 | -8.3 | -57.6 | -1.2 | 4.7
> Cc1nc(SCC(=O)Nc2ccc3[nH]c(=O)[nH]c3c2)nc(C)c1C
    4.3 | -3.2 | -0.7 | 7.2 | -3.8 | 14.3 | 1.3
> CC(C)NC(=O)C1=NN(c2ccccc2)C(=O)CC1
    -1.2 | 1.9 | -3.5 | 6.4 | -12.3 | -1.3 | -6.9
> O=C(CN(C(=O)c1csnn1)c1ccc(F)c(Cl)c1)NCc1ccc2c(c1)OCO2
    -0.1 | -2.6 | 1.4 | 1.3 | -3.0 | -2.2 | -22.1
> CCOc1ccccc1C(=O)NC1CCNCC1
    -1.5 | 3.7 | -1.5 | 5.8 | -1.8 | -2.6 | .
> c1cncc(-c2ccc([C@@H]3[C@H]4CNC[C@@H]3N4CC3CCOCC3)cc2)c1
    -24.1 | -7.1 | . | -9.2 | 51.2* | . | .
> COCC#Cc1cnc2c(c1)C(=O)N([C@@H](C)CO)C[C@@H](C)[C@H](CN(C)C(=O)Nc1ccc(OC)cc1)O2
    2.4 | 2.7 | 2.7 | -7.6 | 4.4 | -0.4 | -0.4
> Cc1sc2nc(SCC(N)=O)n(-c3ccccc3)c(=O)c2c1C
    21.0 | -0.9 | -3.7 | -8.5 | -5.8 | 0.7 | -14.1
> O=C(Cc1ccccn1)NCC[C@H]1CC[C@@H](NS(=O)(=O)c2ccc(F)cc2)[C@@H](CO)O1
    9.9 | 1.0 | 1.2 | 50.8 | 6.8 | -1.3 | -0.4
> O=C(CC(=O)NCc1ccccc1)NCc1ccccc1
    -6.1 | 3.4 | -4.4 | 0.0 | 0.0 | -7.1 | -0.3
> CO[C@@H]1CN(C)C(=O)c2ccc(NC(C)=O)cc2OC[C@H](C)N(Cc2nccs2)C[C@H]1C
    -20.4 | 15.5 | -1.1 | . | -7.5 | -2.6 | -5.5
> Cc1cc(C)nc(Nc2n[nH]c(-c3ccc(C(C)(C)C)cc3)n2)n1
    -18.4 | -4.3 | -3.1 | -46.3 | -69.9 | -1.0 | -18.4
> CC(C)C[C@@H](CN1CCC[C@@H]1CN1C(=S)NC[C@@H]1Cc1ccc(O)cc1)N1C[C@H](Cc2ccc(O)cc2)N(CC2CCCCCC2)C1=S
    -15.7 | -5.5 | 0.7 | 20.2 | 9.4 | 9.7 | .
> COc1ccc(CN(C)C[C@H]2OCCCC[C@H](C)Oc3ccc(NS(=O)(=O)c4ccc(OC)cc4)cc3C(=O)N([C@H](C)CO)C[C@H]2C)cc1
    3.4 | 8.7 | . | -4.3 | 4.2 | . | -5.2
> CC(=O)Nc1ccc(N2C(=O)c3cccc(NC(C)=O)c3C2=O)cc1
    4.7 | 3.4 | 2.6 | -9.5 | -1.8 | 0.9 | 1.7
> Cc1ccccc1-c1cnc2c(c1)C(=O)N([C@H](C)CO)C[C@@H](C)[C@@H](CN(C)CC1CCOCC1)O2
    -5.1 | -0.5 | 4.8 | . | -10.3 | -3.3 | -3.6
> O=C(C[C@@H]1CC[C@H]2[C@@H](COC[C@H](O)CN2C(=O)Nc2ccc(F)cc2)O1)NCC1CC1
    2.5 | 6.1 | 2.1 | . | . | -1.3 | 10.8
> COc1ccc(-c2cnc3c(c2)C(=O)N([C@@H](C)CO)C[C@@H](C)[C@H](CN(C)C(=O)CN(C)C)O3)cc1
    -2.8 | -4.0 | 1.8 | . | -13.8 | -14.4 | 5.3

Some of the entries so far, tab-delimited:
SMILES	LGR2 antag	DENV2 CPE rescue	CASP6 VEID inh	PAX8 inh HTS	EWS-Fli block	SIRT5 inh	ARNT-TACC3 inh
O=C(CN(C(=O)c1csnn1)c1ccc(F)c(Cl)c1)NCc1ccc2c(c1)OCO2	-0.1	-2.6	1.4	1.3	-3.0	-2.2	-22.1
CCOc1ccccc1C(=O)NC1CCNCC1	-1.5	3.7	-1.5	5.8	-1.8	-2.6	.
c1cncc(-c2ccc([C@@H]3[C@H]4CNC[C@@H]3N4CC3CCOCC3)cc2)c1	-24.1	-7.1	.	-9.2	51.2*	.	.
COCC#Cc1cnc2c(c1)C(=O)N([C@@H](C)CO)C[C@@H](C)[C@H](CN(C)C(=O)Nc1ccc(OC)cc1)O2	2.4	2.7	2.7	-7.6	4.4	-0.4	-0.4
Cc1sc2nc(SCC(N)=O)n(-c3ccccc3)c(=O)c2c1C	21.0	-0.9	-3.7	-8.5	-5.8	0.7	-14.1
O=C(Cc1ccccn1)NCC[C@H]1CC[C@@H](NS(=O)(=O)c2ccc(F)cc2)[C@@H](CO)O1	9.9	1.0	1.2	50.8	6.8	-1.3	-0.4
O=C(CC(=O)NCc1ccccc1)NCc1ccccc1	-6.1	3.4	-4.4	0.0	0.0	-7.1	-0.3
CO[C@@H]1CN(C)C(=O)c2ccc(NC(C)=O)cc2OC[C@H](C)N(Cc2nccs2)C[C@H]1C	-20.4	15.5	-1.1	.	-7.5	-2.6	-5.5
Cc1cc(C)nc(Nc2n[nH]c(-c3ccc(C(C)(C)C)cc3)n2)n1	-18.4	-4.3	-3.1	-46.3	-69.9	-1.0	-18.4
CC(C)C[C@@H](CN1CCC[C@@H]1CN1C(=S)NC[C@@H]1Cc1ccc(O)cc1)N1C[C@H](Cc2ccc(O)cc2)N(CC2CCCCCC2)C1=S	-15.7	-5.5	0.7	20.2	9.4	9.7	.
COc1ccc(CN(C)C[C@H]2OCCCC[C@H](C)Oc3ccc(NS(=O)(=O)c4ccc(OC)cc4)cc3C(=O)N([C@H](C)CO)C[C@H]2C)cc1	3.4	8.7	.	-4.3	4.2	.	-5.2
CC(=O)Nc1ccc(N2C(=O)c3cccc(NC(C)=O)c3C2=O)cc1	4.7	3.4	2.6	-9.5	-1.8	0.9	1.7
Cc1ccccc1-c1cnc2c(c1)C(=O)N([C@H](C)CO)C[C@@H](C)[C@@H](CN(C)CC1CCOCC1)O2	-5.1	-0.5	4.8	.	-10.3	-3.3	-3.6
O=C(C[C@@H]1CC[C@H]2[C@@H](COC[C@H](O)CN2C(=O)Nc2ccc(F)cc2)O1)NCC1CC1	2.5	6.1	2.1	.	.	-1.3	10.8
